HTR5A inv ag: HTR5A inverse agonism, opioid heterodimer counter-screen. AID 504634. 340,000 compounds, 0.083% hits. HTR5A cell line, luminescence. inhibition, % at 9.3 µM; in the data active means inhibition mostly above about 23%, no sharp cut-off; inactive means mostly below about 18%;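 further: 0% = cells with DMSO and 100% = no-cell wells with DMSO; some compounds called inactive have numbers as strong as hits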
AddAB inh: less growth of phage-infected E. coli with AddAB. inhibition, % at 11.9 µM. 330,000 compounds, 0.29% hits. E. coli expressing H. pylori AddAB, absorbance growth; in the data active means inhibition above about 12%;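 further: 0% = vehicle wells of infected cells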
phage Ecoli inh: E. coli growth loss with phage present | growth absorbance | inhibition, % at 11.9 µM | 360,000 compounds, 0.26% hits | AID 651602; in the data active means inhibition above about 11%
PKA-R1A act: PKA-R1A complex activation | P00514+P68181 | PKA-R1A dissociation, Cy5-IP20 fluorescence polarization; scaled: DMSO 0%, 113 µM cGMP 100% | activation, % at 11.4 µM | 340,000 compounds, 0.083% hits;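 active means percent activation above the mean of all tested compounds plus 3 SD, cut at about 19% in these data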;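 further: higher means more PKAc released from R1A so a rise in polarization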
Ecoli viability: counter-screen for AddAB inhibitors: E. coli growth inhibition. inhibition, % at 11.9 µM. 330,000 compounds, 0.27% hits. E. coli V3065 growth, OD600 absorbance, 18 h;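 active means inhibition above the campaign's mean inhibition across all tested compounds plus 3 SD, cut at about 9.9% in these data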;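 further: uninfected addAB+ strain grown without phage in ampicillin broth; 0% = DMSO wells and 100% = ciprofloxacin 0.95 µg/ml wells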
OPRM1-OPRD1 inv: inverse agonist of human OPRM1-OPRD1 heterodimerization; P35372+P41143; AID 504357; inhibition, % at 9.3 µM; 340,000 compounds, 0.21% hits; cell-based MOR-DOR heterodimer luminescence, inverse agonism; in the data active means inhibition above about 22%, passing the limit was not always enough;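 further: 0% = cells with DMSO and 100% = wells without cells with DMSO; values of inactives mirror those of a sister screen read the other way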
Target sequence (P35372 whole entry, looked up): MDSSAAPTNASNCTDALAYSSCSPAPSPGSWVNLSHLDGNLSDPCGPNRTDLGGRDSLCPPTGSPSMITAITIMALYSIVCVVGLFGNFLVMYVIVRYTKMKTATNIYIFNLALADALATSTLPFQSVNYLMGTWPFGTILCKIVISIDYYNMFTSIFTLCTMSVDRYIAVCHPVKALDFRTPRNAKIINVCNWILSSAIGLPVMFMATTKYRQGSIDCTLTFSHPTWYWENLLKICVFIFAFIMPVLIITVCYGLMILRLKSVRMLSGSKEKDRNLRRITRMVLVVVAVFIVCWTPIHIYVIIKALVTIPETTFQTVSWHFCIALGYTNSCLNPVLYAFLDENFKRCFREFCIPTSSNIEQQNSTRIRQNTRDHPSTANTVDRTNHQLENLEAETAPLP
Target sequence (P41143 whole entry, looked up): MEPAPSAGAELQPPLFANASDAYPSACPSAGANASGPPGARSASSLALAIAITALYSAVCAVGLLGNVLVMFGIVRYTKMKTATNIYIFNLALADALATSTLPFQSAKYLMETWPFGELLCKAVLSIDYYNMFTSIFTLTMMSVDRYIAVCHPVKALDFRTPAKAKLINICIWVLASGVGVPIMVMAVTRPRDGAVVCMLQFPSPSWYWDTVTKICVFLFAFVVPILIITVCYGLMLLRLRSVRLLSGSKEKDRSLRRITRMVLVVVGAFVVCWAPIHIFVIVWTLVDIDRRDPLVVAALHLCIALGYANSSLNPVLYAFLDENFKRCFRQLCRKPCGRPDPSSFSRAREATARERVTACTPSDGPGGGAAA
Tat export inh: E. coli Tat transport inhibition | inhibition, % at 10 µM | 340,000 compounds, 0.036% hits | AID 488895 | E. coli MC4100 TorA-mCherry Tat export, fluorescence;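 active means mean replicate inhibition at least 50% and at least half of replicates individually reaching 50%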;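 further: exported cargo escapes ClpAP degradation while cytoplasmic cargo is degraded and loses fluorescence; 0% = median of neutral control wells and 100% = median of NaSCN control wells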
PKA-R2B act: activates the human PKA-R2B holoenzyme complex; P22694+P31323; PKA-R2B holoenzyme dissociation, Cy5-IP20 fluorescence polarization; R2B truncated from residue 108, S112A mutant; 0% DMSO only, 100% 113 µM cGMP; activation, % at 11.4 µM; 340,000 compounds, 0.079% hits; AID 504700;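 active means activation above a cutoff set at the mean over all compounds plus 3 SD, cut at about 18% in these data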;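 further: higher means more holoenzyme dissociation and a rise in polarization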
OPRM1-OPRD1 ag: agonists of human mu-delta opioid receptor heterodimerization | P35372+P41143 | cells, OPRM1-OPRD1 heterodimerization, luminescence | activation, % at 9.3 µM | 340,000 compounds, 0.3% hits | AID 504326; in the data active means activation above about 18%;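 further: 0% = vehicle-treated cells and 100% = reference agonist; values of inactives mirror those of a sister screen read the other way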
SUMO Mot1 rescue: inhibitors of SUMOylation pathway: yeast Mot1-301 growth rescue | growth rescue, % at 18.8 µM | 320,000 compounds, 1% hits | S. cerevisiae Mot1-301 growth rescue, ATP luminescence, 38.5C; percent above DMSO median, 100 means doubled;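 active means every valid replicate shows activation above 250% relative to neutral control wells; inactive means the rest, any valid replicate at or below 250%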;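 further: OY570 slx delta 5 strain wells were the positive control but not used for scaling; some compounds called inactive have numbers as strong as hits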
PfHsp90 yeast 2: growth inhibition of yeast expressing Plasmodium Hsp90 | S. cerevisiae expressing PfHsp90, BacTiter-Glo ATP, 48 h; yeast lacking PDR1 and PDR3 efflux regulators | inhibition, % at 9.4 µM | 310,000 compounds, 0.32% hits | AID 504621;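 active means every replicate shows inhibition above about 80%, whatever the replicate mean, limit read from the data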;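 further: 0% = DMSO neutral controls and 100% = 20 µM radicicol positive controls; yeast relying on Plasmodium falciparum Hsp90 in place of its own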
Active calls of the source: *; x = no result given; + = active, no number.

SMILES	HTR5A inv ag	AddAB inh	phage Ecoli inh	PKA-R1A act	Ecoli viability	OPRM1-OPRD1 inv	Tat export inh	PKA-R2B act	OPRM1-OPRD1 ag	SUMO Mot1 rescue	PfHsp90 yeast 2
CCc1ccccc1NC(=O)CSc1nc2[nH]c(=O)cc(O)c2s1	-18	2.7	0.5	-3	1.4	-29	-8	-9	4.5	1	3
COc1ccc(-c2nnc(CSc3nnc(-c4ccncc4)n3C3CCCCC3)o2)cc1OC	-15	-0.8	2.3	-4	-2.3	16	7	2	-3.3	7	x
Cc1ccc(C)c(NS(=O)(=O)c2csc(C(N)=O)c2)c1	12	0.5	0.9	-1	-1.4	21	-14	7	-4.1	242	2
CNc1c(C(=O)O)ccc2c1C(=O)c1ccccc1C2=O	36*	0.7	3.2	-2	-3.6	12	9	-6	-1.8	-19	21
Cc1ccccc1NC(=O)Cn1nc(C)n2cccc2c1=O	11	1.7	1.6	9	-3.4	16	-10	-9	-3.1	11	27
O=C(/C=C/c1ccccc1[N+](=O)[O-])NNC(=O)c1ccncc1	3	-0.4	1.8	-2	-1.2	17	-1	-6	-4.3	-19	-1
CCCOC(=O)CCNc1n[nH]c(=O)[nH]c1=O	9	1.6	1.9	0	-1.3	13	-1	-11	-2.3	-12	x
Cc1ccc2nc(SCC(=O)Nc3cccc(S(=O)(=O)N(C)C)c3)[nH]c2c1	-11	0.5	0.9	-13	-2.9	-1	8	-7	0.2	-22	12
CCOc1ccc(S(=O)(=O)N2Cc3ccccc3CC2C(=O)O)cc1 (centres undefined)	-30	1.9	2.2	-4	0.5	14	1	-2	-2.6	2	-21
Cc1ccc(S(=O)(=O)/N=C(/c2ccc(F)cc2)N2CCOCC2)cc1	-11	-4.5	-0.3	-6	-3.2	20	-4	-9	-4.0	-3	-8
C=CCOc1ccccc1CN1CCC(Cc2ccccc2)CC1	-32	4.5	0.5	-2	0.2	-9	1	-7	1.8	3	12
O=C(CSc1nnnn1-c1ccc(C(=O)O)cc1)NC1CC1	2	0.0	1.0	-9	-1.2	15	-5	11	-2.6	1	-1
CC1CCN(C(=O)Cn2c(=O)n(Cc3ccco3)c(=O)c3sccc32)CC1	-10	2.5	0.6	-8	-0.3	5	-2	-11	-0.8	-8	2
CC1(C)Cc2nc(Cl)c(C(N)=O)cc2CO1	-13	1.4	3.4	-8	-2.0	16	-1	-1	-3.1	-12	2
Cc1ccc(C)c(N(C)S(=O)(=O)c2cccc3nsnc23)c1	-23	-0.7	-0.8	-4	1.3	-6	-3	-7	1.1	221	x
O=C(Nc1cccc(Cl)c1)N(CCCN1CCOCC1)Cc1ccccc1F	7	1.6	3.4	18	-0.8	-9	-4	6	1.8	-2	-6
CCN(CC)C(=O)Cn1cc(C(=O)C2CC2)c2ccccc21	8	0.0	2.3	-6	0.2	8	3	4	-1.7	-12	21
O=C(NCc1ccc(F)cc1)c1ccc(Br)o1	-15	3.6	3.7	2	0.6	3	-8	0	-0.5	6	-4
CN(CC(=O)NCc1ccco1)S(=O)(=O)c1cccc2cccnc12	-3	3.0	3.6	-5	-0.8	18	-1	6	-3.6	-6	2
Cc1ccc(CN2CC(C(=O)N3CCN(S(=O)(=O)c4cccc(F)c4)CC3)CC2=O)cc1 (centres undefined)	4	2.1	0.5	-8	3.8	6	2	-11	-1.0	29	15
CN(C(=O)c1ccc(NC(=O)Cc2cccc(NC(=O)C3CCCN(C(=O)C4CCCCC4)C3)c2)cc1)C1CCCC1 (centres undefined)	6	-0.1	1.3	2	0.2	0	5	-11	0.0	-4	-11
Cc1cc(C)nc(SCC(=O)NCC2COc3ccccc3O2)n1 (centres undefined)	10	2.1	2.3	-2	0.3	5	-6	0	-1.1	5	6
CC1=C(C)CC(C(=O)Nc2nccs2)C(C(=O)O)C1 (centres undefined)	5	3.8	1.4	3	0.3	4	-10	10	-0.9	91	9
COc1cccc2c1C(=O)C=C(C)C2=O	-1	0.7	2.8	-13	1.3	-8	5	10	1.4	30	18
COc1ccc(CNC(=O)COC(=O)c2ccc(F)c(S(=O)(=O)N3CCCCC3)c2)cc1OC	10	0.8	2.0	-14	0.1	13	-2	-3	-2.6	x	7
COc1cc2c(cc1OC)CN(C(=O)CCNC(=O)c1ccccc1Cl)CC2	7	3.9	7.5	-3	1.1	8	-5	-19	-2.1	-18	3
O=C(c1ccc2c3c(cccc13)CC2)C1CCCN(Cc2ccccn2)C1 (centres undefined)	-13	-4.2	-3.1	6	-1.8	6	0	0	-1.2	8	-9
N#Cc1ccc(CN2CCN(C(=O)C3CC(=O)N(c4ccccc4F)C3)CC2)cc1 (centres undefined)	10	0.3	0.9	-14	-0.2	7	4	-13	-1.8	1	3
COc1ccc(C)cc1NC(=O)C1CCCN1C(=O)OCc1ccccc1 (centres undefined)	5	3.7	0.5	1	-0.6	3	2	-8	-0.6	17	-23
COc1ccccc1CNC(=O)C1CCCN(S(=O)(=O)c2cccc3nonc23)C1 (centres undefined)	-44	1.6	0.6	-8	-0.9	16	4	-3	-3.1	10	4
CCCCNC(=O)c1ccccc1NC(=O)CCSc1ccccc1	17	1.9	1.4	7	1.1	2	0	2	-0.3	x	-34
COc1ccc(C(=O)O/N=C2\CCCc3nonc32)cc1	-25	1.9	3.8	4	0.1	13	4	-17	-2.9	-5	-35
CC(=O)NCCCNc1ccc([N+](=O)[O-])cc1	-15	2.7	-0.2	-4	4.9	12	-3	2	-2.1	3	15
Cc1ccc(-c2nc(C(F)(F)F)cc(=O)[nH]2)cc1	-6	1.3	-1.7	-6	-1.3	11	-4	2	-2.3	-5	-30
Cc1nc2cc(N)ccc2n1-c1ccccc1	4	3.1	2.4	-1	-0.4	9	-1	10	-1.6	41	26
Cc1cc(=O)[nH]c(N/N=C/c2c(C)nn(-c3ccc(F)cc3)c2Cl)n1	-11	0.8	0.9	-3	-1.6	-11	6	6	2.4	6	-24
CN(C)c1ncnc2c1NC1=C(S2)C(=NCCCC(=O)O)CC(C)(C)C1	-14	-1.1	1.9	-4	1.7	-13	1	-4	2.1	602	12
CCOC(=O)N1CCN(C(=O)CN(C2CCCCC2)S(=O)(=O)c2c(C)cc(C)cc2C)CC1	22	0.2	-1.2	-6	2.8	-4	-4	1	0.8	-16	x
O=C(NCCCl)C1Cc2c(ccc3ccccc23)O1 (centres undefined)	12	0.5	1.9	2	0.8	6	-2	1	-1.3	+	1
Cc1nc(N2CCOCC2)nc(N2CCCCC2C)c1[N+](=O)[O-] (centres undefined)	-13	0.0	2.1	-11	0.8	-5	-9	0	1.1	3	14
Cc1[nH]c(C)c(S(=O)(=O)N2CCN(c3cccc(C(F)(F)F)c3)CC2)c1C(=O)N1CCCC1	-5	-2.7	-1.9	-13	-2.8	11	-1	-4	-2.1	229	9
CCOC(=O)C1CCCN(C(=O)c2ccc(NS(=O)(=O)c3ccc4[nH]c(=O)[nH]c4c3)cc2)C1 (centres undefined)	-35	x	4.0	-2	x	-2	-9	-5	0.3	x	x
CCN(CC)CCn1c2c(c(SCC(=O)Nc3ccc4c(c3)OCCO4)nc1=O)CCCC2	10	-1.0	-0.7	5	0.3	12	28	-1	-1.9	-8	21
Cc1ccc(CCNC(=O)C2CCC(=O)N(Cc3ccccc3F)C2)o1 (centres undefined)	10	-0.1	2.8	6	-0.2	16	6	-2	-2.9	-29	-9
Cc1nn(CC(=O)Nc2ccc3c(c2)OCO3)c(C)c1Cl	-13	3.7	3.2	0	-1.3	10	27	0	-1.9	30	38
CCOc1cc(/C=C/C(=O)N(CC)CC(=O)NCc2cccs2)cc(Cl)c1OC	7	-2.6	1.2	-11	-0.2	9	4	-7	-1.7	-5	10
CCOC(=O)c1sc(=NC(=O)COc2ccccc2)n(C)c1C	12	-0.2	1.9	8	0.8	7	-4	-7	-1.6	0	-13
CCOc1ccc(N2C(=O)CC(NNc3nc4ccccc4s3)C2=O)cc1 (centres undefined)	-19	-0.4	1.7	-6	-1.6	3	12	-7	-0.5	10	-9
CCOC(=O)C1=C(C)S/C(=C\N(C)C)C1=O	-25	1.1	3.5	-5	-2.4	9	-8	4	-2.0	12	0
Cc1cc(C)c(C)c(S(=O)(=O)N2CCC(C(=O)Nc3ccncc3)CC2)c1C	-9	3.4	-0.9	3	-0.6	2	4	2	-0.3	-3	13
Further results.
SMILES	HTR5A inv ag	AddAB inh	phage Ecoli inh	PKA-R1A act	Ecoli viability	OPRM1-OPRD1 inv	Tat export inh	PKA-R2B act	OPRM1-OPRD1 ag	SUMO Mot1 rescue	PfHsp90 yeast 2
Cc1cccc(NC(=O)CSc2nnc(-c3ccncc3)n2CC2CCCO2)c1 (centres undefined)	12	-0.5	-0.4	-3	-1.3	1	-8	-17	-0.1	-12	-4
COc1ccc(-n2nc3c(c2NC(=O)C(C)Oc2ccccc2)CS(=O)C3)cc1 (centres undefined)	-12	-0.3	-0.6	0	-1.4	8	-1	8	-1.6	-7	-16
COC(=O)NC1CCC(NC(=O)OC)CC1 (centres undefined)	-8	5.8	0.8	-13	-0.3	8	-3	9	-1.6	0	-15
O=C(COc1ccc(F)cc1)N/N=C/c1cccc2cccnc12	10	-0.2	3.8	7	1.8	8	0	-5	-1.5	31	-16
Cc1cc(OCC(=O)NCCc2ccc(S(N)(=O)=O)cc2)c2c(C)c(C)c(=O)oc2c1	7	3.2	3.8	-7	-1.7	13	1	-8	-2.4	-1	2
O=C(CN1C(=O)COc2ccc(Cl)cc21)Nc1ccccn1	-30	0.2	0.3	-9	0.3	12	10	-7	-2.4	-18	-22
CCC(NS(=O)(=O)c1ccc2c(c1)Cc1cc(S(=O)(=O)NC(CC)C(=O)O)ccc1-2)C(=O)O (centres undefined)	-6	1.8	1.9	-8	1.0	14	-4	-4	-2.8	-9	-9
Cc1ccc(S(=O)(=O)NC2=C(N3CCN(Cc4ccccc4)CC3)C(=O)c3ccccc3C2=O)cc1	-3	0.6	4.9	0	-3.7	11	-1	6	-2.1	3	-18
O=S(=O)(Cc1ccccc1)NCC1CCCO1 (centres undefined)	-14	-1.0	-1.2	-3	1.6	14	9	-5	-2.7	-9	x
COc1cccc(CC(=O)Nc2cc(C(F)(F)F)ccc2N2CCCC2)c1	0	3.5	2.8	-5	0.3	-12	-10	-9	2.1	13	-10
Cn1c(=O)cc(SCC(=O)NCCCN2CCN(c3ccccc3F)CC2)c2ccccc21	0	4.6	3.6	-7	-1.6	20	-2	-4	-3.3	x	15
CCOC(=O)CCCCC(=O)c1[nH]c(=O)[nH]c1CSCCO	10	0.9	0.2	-5	-0.3	6	3	-4	-1.1	1	-2
CCN(CC)C(=O)Cn1nc(C)c2ccccc2c1=O	13	1.7	-0.2	5	-0.3	14	-4	-10	-3.4	-22	-10
CCc1nnc(NS(=O)(=O)c2ccc(NC(=S)Nc3ccc(F)cc3)cc2)s1	-30	15*	16*	8	8.5	13	6	-1	-2.3	-1	23
